Assay outcomes as filed in PubChem.
M1 ag parental: M1 agonist counterscreen hit in parental CHO-K1 cells; 360,000 compounds, 0.48% hits; Fluo-8 calcium fluorescence; scaled to maximal ATP response, vehicle zero; activation, % at 3 µM; in the data active = activation above about 15%;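 also: untransfected CHO-K1 host cells lacking M1 receptor as counterscreen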
CHRM4 PAM: CHRM4 positive allosteric modulation | CHO-K1 hM4/Gqi5, Fluo-8 calcium fluorescence, ACh EC20; 0% = ACh EC20, 100% = maximal ACh | P08173 | 360,000 compounds, 0.4% hits | activation, % at 3 µM | AID 624126;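 active = activation above its plate's cutoff, the mean activation of sample wells plus 3 SD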; also: some results filed as inactive read as strong as hits
Target sequence (P08173 whole entry, looked up): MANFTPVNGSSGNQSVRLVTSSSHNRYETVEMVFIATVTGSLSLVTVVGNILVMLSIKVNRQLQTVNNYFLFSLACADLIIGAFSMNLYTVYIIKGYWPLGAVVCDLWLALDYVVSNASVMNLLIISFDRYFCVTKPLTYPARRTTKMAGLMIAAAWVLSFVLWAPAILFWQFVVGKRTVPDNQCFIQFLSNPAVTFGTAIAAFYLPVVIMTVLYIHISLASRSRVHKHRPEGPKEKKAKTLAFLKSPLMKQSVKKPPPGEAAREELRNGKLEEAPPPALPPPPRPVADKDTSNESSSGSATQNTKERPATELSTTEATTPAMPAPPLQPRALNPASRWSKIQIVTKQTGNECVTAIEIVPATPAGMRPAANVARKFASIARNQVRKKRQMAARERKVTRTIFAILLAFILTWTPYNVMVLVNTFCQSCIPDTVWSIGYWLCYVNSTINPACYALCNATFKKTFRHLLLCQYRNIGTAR
M4 antag: CHRM4 antagonism in calcium assay; P08173; 360,000 compounds, 0.73% hits; CHO-hM4 cells, ACh EC80, Fluo-8 calcium fluorescence; inhibition, % at 3 µM;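 active = inhibition above its plate's cutoff, the mean inhibition of sample wells plus 3 SD, cut at about 27% in these data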;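 also: 0% = acetylcholine EC80 with DMSO and 100% = DMSO without agonist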
CHRM5 antagonist: CHRM5 antagonism in calcium assay; inhibition, % at 3 µM; 360,000 compounds, 0.59% hits; CHO-hM5 cells, Fluo-8 calcium fluorescence, ACh EC80; P08912;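 active = inhibition above a per-plate cutoff, the mean of that plate's test compounds plus 3 SD, cut at about 27% in these data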;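 also: 0% = acetylcholine EC80 with DMSO and 100% = DMSO without agonist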
Target sequence (P08912 whole entry, looked up): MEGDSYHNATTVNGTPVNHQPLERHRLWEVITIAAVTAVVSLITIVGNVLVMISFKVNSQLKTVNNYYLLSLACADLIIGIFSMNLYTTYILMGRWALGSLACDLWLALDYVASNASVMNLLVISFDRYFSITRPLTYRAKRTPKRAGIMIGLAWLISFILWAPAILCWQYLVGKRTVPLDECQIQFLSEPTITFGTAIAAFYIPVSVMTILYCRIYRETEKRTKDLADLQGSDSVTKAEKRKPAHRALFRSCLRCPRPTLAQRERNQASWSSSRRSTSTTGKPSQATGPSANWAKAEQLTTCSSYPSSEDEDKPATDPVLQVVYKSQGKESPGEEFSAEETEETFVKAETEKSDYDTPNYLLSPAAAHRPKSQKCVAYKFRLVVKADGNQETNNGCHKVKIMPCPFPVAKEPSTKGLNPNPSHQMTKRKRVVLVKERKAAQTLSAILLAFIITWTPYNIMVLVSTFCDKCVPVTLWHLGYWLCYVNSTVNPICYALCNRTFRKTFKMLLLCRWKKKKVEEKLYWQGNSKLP
M1 PAM parental: nonselective activator or artifact in parental CHO-K1 calcium assay | ATP EC20, Fluo-8 calcium fluorescence; 0% at ATP EC20, 100% at ATP max | activation, % at 3 µM | 360,000 compounds, 0.02% hits;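 active = activation above the run cutoff, the mean activation of all test compounds plus 3 SD, cut at about 40% in these data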;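 also: peak over basal fluorescence ratio in a 140 s read after ATP addition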
M4 ag: CHRM4 agonism in calcium assay. P08173. CHO-K1 hM4/Gqi5, Fluo-8 calcium fluorescence; vehicle 0%, full acetylcholine response 100%. activation, % at 3 µM. 360,000 compounds, 0.14% hits;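 active = activation above the run mean over all test wells plus 3 SD, cut at about 32% in these data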;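 also: peak over basal fluorescence ratio per well then scaled between controls; 0% = DMSO wells and 100% = acetylcholine at EC100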
CHRM5 PAM: potentiates acetylcholine response at human M5 receptor. CHO-K1 hM5, Fluo-8 calcium, ACh EC20 PAM; 0% = ACh EC20, 100% = ACh EC100. activation, % at 3 µM. 360,000 compounds, 0.3% hits;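 active = activation above the run cutoff, the mean activation of all test compounds plus 3 SD, cut at about 18% in these data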
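Assay system: CHO-K1 hM5 cells. Also added: acetylcholine at EC20 concentration, added after compound. Dosing: 3 µM, single dose. Times: compound preincubation 140 s before EC20 acetylcholine addition. Signal: Fluo-8 calcium fluorescence. Measure: % activation relative to EC20 and EC100 ACh responses. Repeats: singlicate, one well per test compound.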
CHO-K1 Ca antag: M1 antagonist counterscreen hit in parental CHO-K1 cells; ATP-induced calcium, Fluo-8 fluorescence; inhibition, % at 3 µM; 360,000 compounds, 0.6% hits; AID 602250;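 active = inhibition above a per-plate cutoff, the plate's mean sample inhibition plus 3 SD, cut at about 24% in these data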;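 also: 0% = DMSO plus EC80 ATP and 100% = DMSO alone without ATP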
CHRM5 agonist: agonists of human muscarinic M5 receptor (CHRM5); P08912; CHO-K1 hM5 cells, Fluo-8 calcium fluorescence; 0% DMSO wells, 100% maximal acetylcholine response; activation, % at 3 µM; 360,000 compounds, 0.19% hits; AID 624037;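 active = activation above the run's mean over test compounds plus 3 SD, cut at about 23% in these data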;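 also: signal is peak over basal fluorescence ratio across the kinetic read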
* = called active by the depositor. Not a hit list (roughly 2.7% active in at least one column).

Structure | M1 ag parental | CHRM4 PAM | M4 antag | CHRM5 antagonist | M1 PAM parental | M4 ag | CHRM5 PAM | CHO-K1 Ca antag | CHRM5 agonist
Cn1c(=O)c(C(=O)CSc2nncs2)c(N)n(Cc2ccccc2)c1=O | 2.3 | -8 | 3 | 1 | 3 | 5 | -10 | -19 | 2
Cc1[nH]c2ccccc2c1/C=C/c1nc2ccccc2c(=O)n1-c1ccc([N+](=O)[O-])cc1 | 0.5 | -1 | -14 | 3 | 17 | 1 | -1 | -4 | -2
O=C(Nc1cc(S(=O)(=O)N2CCOCC2)ccc1N1CCOCC1)c1cccs1 | 0.4 | 4 | -4 | 9 | -10 | 1 | 3 | 3 | 0
Cc1nn(C)c(C(=O)NNC(=S)NCc2ccco2)c1Br | 0.2 | 3 | 13 | -2 | -8 | 2 | 1 | 4 | 0
COc1ccc(C(C)=NNc2ccc([N+](=O)[O-])cc2S(=O)(=O)Nc2ccccc2C(=O)O)c(OC)c1 | 0.0 | 0 | 1 | 6 | 6 | -1 | 10 | -15 | 3
COc1nc(C)ccc1-c1noc(-c2ccncc2)n1 | 0.0 | 8 | 6 | -5 | 23 | 1 | -2 | -34 | 3
Cc1cccc(C)c1NC(=O)NC1CCc2ccccc21 (centres undefined) | 1.4 | -3 | -2 | 7 | 30 | 0 | 3 | -14 | -4
Cc1c(C(=O)NCc2cccnc2)oc2c1C(=O)CC(C)(C)C2 | -0.4 | 8 | -9 | 2 | -7 | 1 | -7 | 0 | -1
CCc1ccccc1NC(=S)N1CCN(c2cccc(OC)c2)CC1 | 14 | -1 | -7 | 2 | 12 | 1 | 4 | 14 | -1
CCc1c(C)nc(SCC(=O)N2CC(C)OC(C)C2)[nH]c1=O (centres undefined) | 0.2 | 4 | -7 | -3 | -2 | 0 | 1 | 8 | 2
CC(CCc1ccccc1)NC(=O)C1CCN(C(=O)c2sccc2-n2cccc2)CC1 (centres undefined) | 3.5 | -2 | -26 | -1 | 16 | 11 | -5 | -4 | 2
O=C1c2ccccc2S(=O)(=O)N1Cc1nnc(-c2ccccc2Br)o1 | 1.9 | 3 | -3 | 13 | 15 | 7 | -9 | -2 | 5
CCCNc1nc2c(c(=O)[nH]c(=O)n2C)n1CCCc1ccccc1 | 0.3 | 14 | -6 | -3 | -1 | 1 | -2 | -5 | 2
COc1ccc(N(C(=O)c2snc(C(N)=O)c2N)C(C(=O)NC2CCCC2)c2cccs2)cc1OC (centres undefined) | 0.2 | -1 | 5 | 13 | -5 | 0 | 2 | -18 | -1
COc1ccc(-n2c(SCC3OCCO3)nc3c(sc(=S)n3-c3ccccc3)c2=O)cc1OC | -0.2 | 7 | -5 | 14 | 5 | 2 | -4 | -4 | -2
COc1ccc(-c2cc(C(=O)NC3CCCC3)no2)cc1OC | 1.3 | 5 | 5 | 0 | 25 | 0 | -4 | -9 | -2
COc1ccc(Cl)cc1NC(=O)CN(C)C(=O)CN1C(=O)NC(C)(C)C1=O | 0.1 | 1 | 1 | 3 | 0 | 1 | 4 | -3 | 1
CC(=O)c1cccc(NC(=O)Nc2ccc(C(=O)N3CCCC3)cc2)c1 | 0.1 | 9 | -15 | 2 | 22 | -2 | -5 | -4 | -1
CC1(c2nnc(Cc3ccccc3)o2)CC(c2ccccc2)=NO1 (centres undefined) | -0.3 | 10 | 8 | -2 | -16 | 2 | 12 | 8 | 0
COc1ccc(CCNC(=O)Cc2ccc(NC3=NC4CS(=O)(=O)CC4S3)cc2)c(OC)c1 (centres undefined) | 2.2 | -5 | -1 | 3 | 2 | 13 | -10 | 7 | 2
O=c1[nH]cc(-c2ccc(Br)cc2)n1Cc1ccccc1 | 1.0 | -2 | -4 | 0 | -7 | 2 | -3 | -1 | -4
Brc1cnc2nc(SCc3nc4ccccc4[nH]3)[nH]c2c1 | 1.3 | -2 | -8 | 14 | 11 | 1 | -5 | -4 | -8
Cc1ccc(CNC(=O)C2CCN(c3nn4c(=O)cc(C)nc4s3)CC2)cc1 | -1.1 | -3 | 8 | 6 | -1 | 0 | -1 | -12 | -4
Cc1ccc(Cc2c(-c3ccccc3)nc3ccc(Br)cn23)cc1 | -0.2 | -5 | -4 | -6 | -12 | -2 | 2 | 12 | -2
CCOC(=O)c1c(C)n(C)c2ccc(OC)c([N+](=O)[O-])c12 | 0.1 | -4 | 1 | 1 | 22 | 1 | -3 | -9 | -2
CCOC(=O)c1cc(C(C)(C)C)oc1CN | 1.2 | 8 | -12 | -4 | 24 | 5 | 9 | -14 | -3
O=C(/C=C/NNC(=O)c1ccccc1O)c1ccccc1 | 4.3 | -3 | 6 | 4 | 26 | 6 | 0 | -13 | 1
O=S(=O)(NCc1ccccc1)c1cccc(S(=O)(=O)N2CCOCC2)c1 | 0.8 | 14 | -3 | -6 | 24 | 3 | 9 | -12 | 0
CC(=O)Nc1ccc(NC(=O)Cn2cc3c(n2)CCCC3)cc1 | 0.0 | -1 | -3 | 5 | -6 | 0 | -3 | 0 | 2
Cc1nc2c3ccccc3nc(NNC(=O)CCC(=O)NC(C)C)n2n1 | 14 | 2 | 1 | -6 | 22 | 1 | 3 | -2 | -1
O=C(NC1CCCCC1)N(Cc1cc2cc3c(cc2[nH]c1=O)OCCO3)CC1CCCO1 (centres undefined) | -0.1 | 6 | -9 | -4 | 20 | 1 | 2 | -8 | -1
O=C(CSc1nnc(-c2ccc(Cl)cc2)n1-c1ccccc1)N/N=C/c1ccccc1C(=O)O | 0.4 | 1 | 3 | 5 | 16 | -1 | 5 | -12 | 0
NC(=O)CC(NC(=O)Cc1ccc(Br)cc1)c1ccc(NC2CCCCCCC2)c([N+](=O)[O-])c1 (centres undefined) | 0.3 | 3 | -7 | 14 | -4 | 0 | -4 | 0 | 3
O=C(CNC(=O)c1cccc(F)c1)N/N=C/c1cccs1 | -0.1 | -7 | 3 | 7 | -23 | 0 | -2 | -20 | -4
O=c1c2c(nc3nc(COc4ccccc4)[nH]n13)CCC2 | -0.4 | 6 | 2 | -2 | -2 | -1 | 2 | -2 | -2
O=C(O)c1ccc2c(c1)C(=O)N(c1ccccc1-c1ccccc1)C2=O | 0.7 | -7 | 11 | 8 | 18 | 0 | 0 | -13 | 0
Cc1noc(C)c1-c1nnc(-c2ccc(OC(F)(F)F)cc2)o1 | 0.4 | -6 | -6 | -1 | -3 | 1 | 2 | -2 | -5
c1csc(CNc2nc(Oc3ccncc3)c3sccc3n2)c1 | 1.2 | 6 | 2 | 0 | 14 | 2 | 0 | -7 | 0
O=[N+]([O-])c1ccccc1S(=O)(=O)Nc1cccc(S(=O)(=O)N2CCCC2)c1 | 0.2 | 4 | -13 | 0 | -11 | 1 | -3 | -10 | -3
CC(C)CNC(=O)C1(C)CCCN1C(=O)C(C)(C)Oc1ccc(Cl)cc1 (centres undefined) | 0.8 | 14 | -19 | 6 | 17 | 0 | -6 | -3 | -2
Cc1c(C)c2ccc(O[C@@H]3O[C@H](CO)[C@@H](O)[C@H](O)[C@H]3O)c(C)c2oc1=O | 1.1 | -2 | -8 | 0 | 14 | 0 | 4 | -15 | 1
Cc1ccc(O)c(CNc2ccccn2)c1 | 0.7 | -2 | 1 | 5 | 14 | 1 | -3 | -7 | -7
N#Cc1c(N)oc(-c2ccccc2)c1-c1ccccc1 | 0.5 | 3 | 2 | 5 | 17 | 1 | -3 | 1 | -4
CCC(NC(=O)c1cccc(Cn2cc([N+](=O)[O-])cn2)c1)c1ccc(C(C)C)cc1 (centres undefined) | 0.4 | -10 | 6 | 1 | -10 | -1 | -4 | 6 | -1
CCn1c(SCc2nc3scc(-c4ccccc4)c3c(=O)[nH]2)nnc1-c1cccs1 | 5.1 | -4 | -30 | 6 | 14 | 11 | -7 | 0 | -2
CCCCOc1ccc(CC(=O)NCC(=O)O)cc1 | -0.1 | 22 | -28 | -11 | 16 | 0 | 1 | -3 | 3
CCOc1ccccc1N(CC(=O)NCCSc1ccccn1)S(=O)(=O)c1ccc(C)cc1 | 2.4 | -5 | -20 | 23 | 17 | 13 | -8 | -8 | -3
COc1ccc(NC(=O)c2c(C)nn(-c3ccccc3)c2Cl)cc1 | 0.7 | 7 | -9 | -1 | 10 | 4 | 0 | -7 | 0
Cc1cc(C)n(S(=O)(=O)c2ccc(C)c(C)c2C)n1 | 0.3 | -7 | 4 | 5 | -3 | 0 | -10 | 2 | -4
O=C(COc1cc(Cl)c(Cl)cc1Cl)N1CCN(c2ccccn2)CC1 | 11 | -3 | 6 | -1 | 16 | 1 | 6 | -5 | 0

(more compounds)
Structure | M1 ag parental | CHRM4 PAM | M4 antag | CHRM5 antagonist | M1 PAM parental | M4 ag | CHRM5 PAM | CHO-K1 Ca antag | CHRM5 agonist
CCCCn1nnc(NC(=O)c2ccc([N+](=O)[O-])cc2Cl)n1 | 1.2 | 10 | -1 | -1 | 14 | 1 | 3 | -18 | 0
Cc1nn(-c2ccccc2)c(N2CCCC2)c1/C=N/NC(=S)Nc1ccccc1C(F)(F)F | 0.2 | -4 | 1 | 3 | 14 | -1 | -8 | -14 | -2
CCn1cc(C(=O)NP(=O)(Nc2ccc(C)cc2)Nc2ccc(C)cc2)c2ccccc21 | 0.4 | 6 | -7 | 5 | 20 | 1 | 9 | -6 | -1
COC(=O)c1ccccc1OCC(=O)N1CCN(c2ccc(Cl)cc2)CC1 | -0.1 | 3 | 5 | 1 | -1 | 2 | -5 | 9 | 2
COc1ccc(NC(=O)c2ccc3c(SCC(=O)O)c4c(nc3c2)CCCC4)c(OC)c1 | -0.3 | 4 | -3 | 6 | 11 | 1 | 7 | -11 | -2
COc1ccc(C(=O)NNC(=O)c2ccc(F)c(S(=O)(=O)N3CCOCC3)c2)cc1 | 1.0 | 1 | -8 | -4 | 11 | 2 | 6 | -20 | -1
Cc1ccc(Nc2ccc([N+](=O)[O-])ccc2=O)cc1 | -0.1 | 16 | -16 | -17 | -9 | 1 | 11 | 12 | 2
COc1ccc(S(=O)(=O)N2CCC(C(N)=O)(N3CCCCC3)CC2)cc1OC | 0.9 | -3 | -6 | 3 | 9 | 2 | 4 | -12 | -3
COc1cc(Cl)ccc1OCc1cc(C(=O)NC(C)Cc2cccnc2)no1 (centres undefined) | 4.5 | 2 | 5 | 10 | -2 | 10 | -1 | -1 | -1
CCc1ccccc1NC(=O)[C@@H]1CCC(=O)N1C1OC(=O)c2ccccc21 (some centres undefined) | 0.6 | 3 | -5 | 4 | 6 | 0 | 3 | 2 | 2
CN1CCN(C(=O)C[C@H]2C[C@H]3c4cc(NC(=O)NC5CCCCC5)ccc4O[C@H]3[C@@H](CO)O2)CC1 | 0.1 | 10 | -16 | 1 | -5 | 0 | -3 | 5 | 0

Reprinted at random: two compounds from above
Structure | M1 ag parental | CHRM4 PAM | M4 antag | CHRM5 antagonist | M1 PAM parental | M4 ag | CHRM5 PAM | CHO-K1 Ca antag | CHRM5 agonist
CC(CCc1ccccc1)NC(=O)C1CCN(C(=O)c2sccc2-n2cccc2)CC1 (centres undefined) | 3.5 | -2 | -26 | -1 | 16 | 11 | -5 | -4 | 2
COc1ccc(-n2c(SCC3OCCO3)nc3c(sc(=S)n3-c3ccccc3)c2=O)cc1OC | -0.2 | 7 | -5 | 14 | 5 | 2 | -4 | -4 | -2
